# FBW7 activator: activators of human E3 ligase FBW7 | AlphaScreen FBW7–phospho-cyclin E peptide binding, activator screen | normalized activity (activation), % at 26.1 µM | hit rate 0.13% among 650,000 | AID 1259310; in the data active = normalized activity above about 1.9%;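 note: purified mutant Fbw7 with reduced substrate affinity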
# TEAD-YAP block: TEAD-YAP interaction inhibition. HEK-TIYL cells, TEAD-Gal4/YAP UAS-luciferase luminescence. inhibition, % at 9.12 µM. hit rate 1.4% among 640,000. AID 1259422; in the data active = inhibition above about 32%;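 note: 0% = median of test compound wells and 100% = reference inhibitor wells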
# GPR151 ag: activators of human GPR151. Q8TDV0. AID 1508602. activation, % at 11.2 µM. hit rate 1% among 650,000. PathHunter beta-arrestin GPR151 cells, luminescence; in the data active = activation above about 4.9%;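 note: 0% = median of compound wells and 100% = cells with positive control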
# Target sequence (Q8TDV0 whole entry, looked up): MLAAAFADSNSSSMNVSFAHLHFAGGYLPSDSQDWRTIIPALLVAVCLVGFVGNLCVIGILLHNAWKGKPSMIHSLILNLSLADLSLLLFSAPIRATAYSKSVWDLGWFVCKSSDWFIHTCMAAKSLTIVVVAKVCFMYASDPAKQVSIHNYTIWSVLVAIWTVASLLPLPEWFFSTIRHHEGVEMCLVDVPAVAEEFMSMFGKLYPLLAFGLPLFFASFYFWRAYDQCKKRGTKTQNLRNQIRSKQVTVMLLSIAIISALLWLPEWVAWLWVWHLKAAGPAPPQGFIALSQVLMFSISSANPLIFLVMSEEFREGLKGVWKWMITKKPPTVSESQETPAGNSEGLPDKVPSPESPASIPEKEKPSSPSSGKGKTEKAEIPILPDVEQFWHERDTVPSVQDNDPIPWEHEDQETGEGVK
# MITF primary: inhibitors of human MITF | inhibition, % at 2.6 µM | AID 1259374 | hit rate 0.91% among 650,000 | AlphaScreen MITF homodimerization, bead proximity signal; in the data active = inhibition above about 50%;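 note: 0% = vehicle wells with protein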
# Target sequence (O75030 whole entry, looked up): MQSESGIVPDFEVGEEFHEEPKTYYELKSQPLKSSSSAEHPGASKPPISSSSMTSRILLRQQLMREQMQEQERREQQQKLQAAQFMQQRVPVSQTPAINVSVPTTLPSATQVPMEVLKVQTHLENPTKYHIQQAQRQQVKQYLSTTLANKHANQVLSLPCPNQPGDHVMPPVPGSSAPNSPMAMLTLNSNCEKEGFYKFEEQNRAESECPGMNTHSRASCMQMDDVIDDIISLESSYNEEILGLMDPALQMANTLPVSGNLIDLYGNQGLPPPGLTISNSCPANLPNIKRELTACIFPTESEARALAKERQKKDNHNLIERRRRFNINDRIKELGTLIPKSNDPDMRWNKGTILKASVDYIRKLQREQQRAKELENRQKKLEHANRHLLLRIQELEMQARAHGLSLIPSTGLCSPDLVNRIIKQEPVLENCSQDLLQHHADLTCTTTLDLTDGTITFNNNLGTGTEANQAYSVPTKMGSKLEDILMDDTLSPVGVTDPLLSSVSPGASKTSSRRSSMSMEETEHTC
# * = called active by the depositor; . = not tested or not shown.
SMILES,FBW7 activator,TEAD-YAP block,GPR151 ag,MITF primary
CC12CCC(O)CC1=CCC1C2CCC2(C)C1CCC21CCC(=O)O1 (stereo unspecified),-0.1,-2.2,-0.1,17.3
Cc1ccc(NCc2nnc(SCC(=O)NCc3ccco3)n2C)cc1,0.0,3.2,-0.1,-3.5
COc1ccc(Nc2c(C(=O)N3CCOCC3)cnc3ccccc23)cc1Cl,0.0,3.6,1.3,-11.7
CC(=O)Nc1ccc2nc(SCc3c(C)cc(C)c(C(C)=O)c3C)sc2c1,0.9,0.8,-0.1,23.1
CCCC(=O)Nc1nc2ccc(NC(=O)c3ccc([N+](=O)[O-])o3)cc2s1,0.0,23.0,-1.6,-4.3
O=C1C2C3C=CC(C4CC34)C2C(=O)N1c1ccncc1 (stereo unspecified),0.1,-2.7,-1.9,-2.7
Cc1ccc(NC(=O)C23CC4CC(C)(CC(C)(C4)C2)C3)cc1C,0.1,-14.1,0.1,8.0
Cc1nnc(Sc2nc3c(c(=O)[nH]c(=O)n3C)n2Cc2ccccc2)s1,0.0,-1.7,1.4,-2.1
O=C(O)CCC(=O)NNC(=O)COc1cccc(Cl)c1,-0.1,-0.2,-1.0,1.8
c1cc2c(cc1CN1CCN(Cc3ccc4c(c3)OCO4)CC1)OCO2,0.1,1.8,1.7,69.5*
CC1C(=O)Nc2ccc(S(=O)(=O)NCc3ccc(Cl)cc3)cc2NC1=O (stereo unspecified),-0.2,-4.8,-0.2,-5.5
Cc1cccn2c(=O)c3cc(C(=O)N4CCN(c5ccc(F)cc5)CC4)n(C)c3nc12,-0.2,-12.0,4.4,-6.0
COc1cc(S(=O)(=O)Nc2cccnc2)c(OC)cc1Cl,-0.1,4.0,-0.3,8.2
COc1ccccc1OCCCn1cc(/C=C2/C(=N)N3C=CSC3=NC2=O)c2ccccc21,0.2,21.6,-1.1,12.4
CC(=O)Nc1ccc(Nc2ccnc(-c3ccc(C(=O)N4CCN(C)CC4)cc3)n2)cc1,0.4,-2.7,0.1,17.0
C/C(=N/NC(=O)c1ccc(Cl)cc1)c1ccccc1,-0.3,-22.4,-0.2,1.2
Cc1nc(CC(=O)N/N=C/c2ccc(OCC(=O)O)cc2)cs1,0.4,2.7,1.0,10.3
COc1cccc(C(=O)Nc2ccc(-c3ccccc3)cc2)c1,-0.1,-15.8,-2.2,-1.6
Cc1ccc(OCC(=O)Nc2cccc(C(F)(F)F)c2)c(Br)c1,-0.1,-47.2,1.0,-12.8
CCCC1CCC(C2=N/C(=C\c3ccccc3OCC)C(=O)O2)CC1 (stereo unspecified),-0.1,-2.3,-1.1,3.0
COC(=O)c1ccccc1NC(=O)c1cc2ccccc2cc1OC,0.0,-0.2,-1.2,-1.2
CC(=O)CCc1c(C)c2cc(C)ccc2[nH]c1=O,-0.1,-30.3,0.8,-10.4
O=C(CCSCCC(=O)NCc1cccs1)NCc1cccs1,0.0,0.2,-0.5,-4.6
Cc1cccc(N(C(=O)c2ccc(Cl)nc2)C(C(=O)NC(C)(C)C)c2ccncc2)c1 (stereo unspecified),-0.2,1.2,0.3,-4.2
COc1ccccc1N1CCN(c2cc(C)nc3nncn23)CC1,-0.4,2.6,1.8,-8.4
Cc1ccc(C(=O)Nc2ccc3oc(-c4ccc(C(C)(C)C)cc4)nc3c2)cc1,0.1,-1.4,0.7,4.3
CCOC(=O)c1c(NC(=S)NC2CCCCC2)sc2c1CCCCC2,0.0,-5.0,-0.1,-3.2
COc1ccc(S(=O)(=O)Nc2ccccc2Br)cc1C,-0.1,-3.7,1.2,2.7
Cc1nc2cc(-c3ccc(Cl)cc3)nn2c(C)c1CCC(=O)NCc1cccnc1,0.2,-6.5,-0.4,-3.4
Cc1ccc(-c2cc(C(=O)N3CCCCC3C)c3ccccc3n2)cc1C (stereo unspecified),0.1,-13.7,-0.3,15.1
Cc1ccccc1CN1C(=O)C(O)(CC(=O)c2ccc(C(C)(C)C)cc2)c2ccccc21 (stereo unspecified),0.1,-8.0,-0.7,-0.5
CN(Cc1ccccc1)C(=O)CN(c1ccc(F)cc1)S(=O)(=O)c1ccccc1,0.2,8.1,-0.3,6.4
CC(C)n1nnnc1C(c1ccccc1F)N1CCN(C(=O)c2ccco2)CC1 (stereo unspecified),0.0,3.6,1.4,-8.5
O=C(Nc1ccc2oc(-c3cc(Br)ccc3Cl)nc2c1)c1ccc(Cl)cc1,0.0,-9.8,-0.8,1.7
CCn1c(=O)c([N+](=O)[O-])c(NCCc2ccccc2)c2ccccc21,0.2,-18.8,1.4,5.9
CCOC(=O)c1nnn(CC(=O)NC(=O)Nc2ccccc2)c1C(=O)OCC,0.9,2.7,0.7,14.1
Cc1nc(=S)c2oc3ccccc3c2[nH]1,0.0,2.8,-0.5,6.5
O=C(CN1CCN(C(=O)c2c(F)cccc2Cl)CC1)c1ccco1,0.1,-6.6,2.6,7.7
CCC(C)NS(=O)(=O)c1ccc(NC(=O)C(Cl)Cl)cc1 (stereo unspecified),0.5,0.6,0.1,8.2
CCC(C(=O)N1CCC(O)(c2ccccn2)CC1)c1ccccc1 (stereo unspecified),-0.2,0.4,-0.4,-1.9
CSc1cccc(NC(=O)c2nnn(Cc3ccc(C(C)C)cc3)c2N)c1,-0.1,-33.1,-0.6,-11.7
COc1cc2ccccc2cc1C(=O)Nc1ccc(Cl)c(NC(=O)c2ccccc2)c1,0.0,3.3,-1.3,5.9
C=CCn1c(C)csc1=Nc1ccccc1C,-0.3,-2.4,-0.7,20.1
O=C(NCCc1ccc(O)cc1)c1cnc(Nc2ccc3ncccc3c2)s1,0.1,-3.5,1.4,9.9
O=S(=O)(c1ccc(/C=C/c2ccc(Cl)cc2)cc1)N1CCCC1,0.0,-9.1,-1.1,-34.6
CCN1c2cc(C(c3ccccc3)(c3ccccc3)c3ccccc3)cc([N+](=O)[O-])c2N(CC)C1(C)c1ccccc1 (stereo unspecified),-0.1,-3.9,-0.5,-8.6
Cc1cc(C(=O)COC(=O)/C=C/c2ccc3c(c2)OCO3)c(C)n1CC1CCCO1 (stereo unspecified),0.3,4.0,-2.1,14.9
CCS(=O)(=O)N1CCN(Cc2ccccc2OC)CC1,0.2,3.0,-1.2,57.8*
O=C(Nc1ccc(Oc2ccc3ccccc3c2Cl)c(Cl)c1)c1cc(Cl)ccc1NS(=O)(=O)c1cccc2nsnc12,0.0,4.2,-0.3,-7.3
Cc1nnc(SCC(=O)NC(C)(C)C)n1NCc1cccc(Br)c1,0.1,2.2,1.4,0.9
CCCCc1ccc(/C(C)=N/Nc2cc(N3CCOCC3)ncn2)cc1,-1.3,-14.6,-0.7,-6.8
CC1=NN(C(N)=S)C(=O)C1N=Nc1ccccc1O (stereo unspecified),-2.5,-15.8,-0.1,58.0*
COc1ccc(-n2c(=S)[nH]c3cc(C(=O)NCCc4ccc(OC)c(OC)c4)ccc3c2=O)cc1,-0.1,-4.2,1.3,-5.7
CC(=O)Nc1ncc(Cc2ccc(Cl)cc2Cl)s1,-0.2,9.1,0.1,-3.5
O=c1/c(=C/c2cccnc2)sc2n1CN(c1ccccc1)CN=2,-0.1,17.2,-0.2,-7.6
Cc1cc(C)c(C#N)c(SCC(=O)N2c3ccccc3Sc3ccc(Cl)cc32)n1,-0.2,-3.0,0.0,13.9
C=C(C)[C@@H]1CCC(C)=C[C@H]1c1c(O)cc(C)cc1O,.,.,1.6,-11.0
NC(=O)c1ccc2nc(NCc3cccnc3)sc2c1,-0.1,-1.1,-1.9,-9.3
CC1CN(Cc2ccc(C#N)cc2Cl)CC(C)O1 (stereo unspecified),-0.1,2.4,0.4,10.1
Cc1ccc([N+](=O)[O-])cc1N1C(=O)C(C)S/C1=N\NC(=O)c1ccc(O)cc1 (stereo unspecified),-0.4,2.2,2.4,-3.2

# Molecules above that contain a COOH group, in the order listed:
SMILES,FBW7 activator,TEAD-YAP block,GPR151 ag,MITF primary
O=C(O)CCC(=O)NNC(=O)COc1cccc(Cl)c1,-0.1,-0.2,-1.0,1.8
Cc1nc(CC(=O)N/N=C/c2ccc(OCC(=O)O)cc2)cs1,0.4,2.7,1.0,10.3

# Entries listed so far with a cyano group:
SMILES,FBW7 activator,TEAD-YAP block,GPR151 ag,MITF primary
Cc1cc(C)c(C#N)c(SCC(=O)N2c3ccccc3Sc3ccc(Cl)cc32)n1,-0.2,-3.0,0.0,13.9
CC1CN(Cc2ccc(C#N)cc2Cl)CC(C)O1 (stereo unspecified),-0.1,2.4,0.4,10.1

# The list goes on.
SMILES,FBW7 activator,TEAD-YAP block,GPR151 ag,MITF primary
C#CCOc1c(Cl)cc(/C=c2\sc3n(c2=O)C(c2ccccc2OC(C)C)C(C(=O)OCC)=C(C)N=3)cc1OC (stereo unspecified),0.2,-1.1,0.6,-0.7
O=S(=O)(NCC1(c2ccccc2)CCOCC1)c1c(F)cccc1F,0.0,0.8,2.3,1.4
CN1C(=O)[C@H]2CN(C(=O)c3cc(F)c(F)cc3F)CCN2C(=O)[C@@H]1Cc1ccccc1,-0.2,-0.7,-1.1,-0.6
CCOC(=O)c1c(NC(=O)c2ccc(OCC)cc2)sc(C(C)=O)c1C,0.0,7.0,-1.4,0.1
O=C(CCCC(=O)c1ccccc1)Nc1ccc(Cl)cn1,0.0,7.4,0.1,-2.6
COc1ccc(CNC(=O)COc2ccc([N+](=O)[O-])cc2)cc1,0.3,-2.8,1.7,14.6
CCc1ccc(/C=N/NC(=O)c2ccncc2)cc1,0.0,-12.7,1.1,8.2
O=C(Nc1n[nH]c(CSc2nc3ccccc3s2)n1)c1ccccc1,-0.1,1.5,1.7,5.4
COc1cccc(C(=O)CC(=O)C(=O)Nc2ccc(Br)cc2F)c1,0.0,-15.7,1.6,-13.7
O=C(NC(CO)CCO)c1ccccc1 (stereo unspecified),-0.1,-0.1,-1.5,3.6
CCC(C)C(NC(=O)c1ccccc1NC(=O)c1ccco1)C(=O)N1CCOCC1 (stereo unspecified),0.1,0.9,0.8,13.0
CC(C)CCCC(C)CCOC(=O)CN1CCCC1 (stereo unspecified),-0.1,-13.3,0.5,1.9
CCOc1ccccc1NC(=O)N(Cc1ccsc1)C1CC1,0.3,2.7,-0.2,8.6
Nc1nc(SCc2cc(=O)n3ccccc3n2)n[nH]1,-0.1,-8.3,-1.1,4.9
COc1ccc(-c2noc(N(C)CC(=O)Nc3cccc(OC)c3)n2)cc1,-0.4,-8.8,0.2,-9.8

# Sorted by length of the SMILES (largest number first): part of the list above
SMILES,FBW7 activator,TEAD-YAP block,GPR151 ag,MITF primary
Cc1cc(C)c(C#N)c(SCC(=O)N2c3ccccc3Sc3ccc(Cl)cc32)n1,-0.2,-3.0,0.0,13.9
CCC(C(=O)N1CCC(O)(c2ccccn2)CC1)c1ccccc1 (stereo unspecified),-0.2,0.4,-0.4,-1.9
CCS(=O)(=O)N1CCN(Cc2ccccc2OC)CC1,0.2,3.0,-1.2,57.8*
CCc1ccc(/C=N/NC(=O)c2ccncc2)cc1,0.0,-12.7,1.1,8.2

# (listing goes on)
SMILES,FBW7 activator,TEAD-YAP block,GPR151 ag,MITF primary
O=C(CCS(=O)(=O)c1ccc(Cl)cc1)Nc1ccc([N+](=O)[O-])cc1,-0.4,-2.5,-0.5,-6.9
CCOC(=O)CN1C(=O)S/C(=C/c2cccc(C)c2)C1=O,0.6,-6.8,-1.1,3.8
c1ccc(CNc2ccnc(Nc3ccncc3)n2)cc1,0.1,-6.3,0.6,-0.3
COc1ccc(NC(=O)Cn2ncc3c(=O)oc4ccc(C)cc4c32)c(OC)c1,0.0,-0.8,-0.6,-0.1
NC(=O)c1c(NC(=O)CCN2C(=O)S/C(=C\c3cccs3)C2=O)sc2c1CCC2,0.1,-4.2,-1.4,9.5
Cc1ccccc1-n1nc2c(c1NC(=O)c1ccc(S(=O)(=O)N3CCCC3)cc1)CSC2,-0.1,-17.6,0.0,-5.9
C/C(Cn1cnc([N+](=O)[O-])n1)=N\NC(=O)c1ccc(O)cc1O,-0.1,-0.5,-1.9,17.7
O=C(Nc1ccc(S(=O)(=O)N2CCCc3ccccc32)cc1)c1ccccc1,0.2,10.6,0.5,10.4
COc1ccc(O)c(C2=Nc3ccccc3N=C(c3cccs3)C2)c1,0.0,-14.8,0.8,5.3
COc1cccc(NC(=O)Cc2c(C(=O)O)n(C)c3ccccc23)c1,0.1,-1.1,-0.9,-8.2
O=C(Nc1nc(-c2ccc3c(c2)OCCO3)cs1)c1cc(Cl)sc1Cl,-0.1,-3.6,1.8,-2.7
c1ccc2c(OCc3ccc(-c4nccnc4-c4nn[nH]n4)cc3)cccc2c1,0.1,-1.5,0.0,-2.6
COc1ccc(OCC(=O)Nc2ccc(NC(=O)COc3ccc(OC)cc3)cc2)cc1,0.0,2.7,-0.1,-17.3
c1ccc(C2CCC(NCCc3ccccn3)CC2)cc1 (stereo unspecified),0.9,-14.4,0.0,58.7*
COc1cccc(N(C(=O)Cc2cccs2)C(C(=O)NC2CCCC2)c2ccncc2)c1 (stereo unspecified),0.0,-27.3,0.4,-6.7
CCS(=O)(=O)C1=NN2C(=N)/C(=C\c3ccc(N(C)C)cc3)C(=O)N=C2S1,0.9,-6.2,-1.2,12.6
COc1ccccc1C(=O)Nc1nnc(SCC(=O)Nc2ccc(C(C)=O)cc2)s1,0.0,-52.9,0.8,-14.5
Cc1cc(=O)[nH]c(SCC(=O)N2CCC(Cc3ccccc3)CC2)n1,-0.1,0.5,0.1,12.3
CCCCn1c(=O)n(-c2ccc(OC)cc2)c(=O)c2c3c(sc21)CN(C(C)=O)CC3,0.2,14.4,-0.8,-9.3
COc1ccc(-n2c(/C=C3/C(=O)N(C)c4ccc(C)cc43)nc3ccccc3c2=O)cc1,0.0,0.6,-0.7,17.6

# High-throughput results deposited in PubChem by The Scripps Research Institute Molecular Screening Center.
